# GLS inh: blocks human kidney-isoform glutaminase activity; O94925; GLS enzymatic activity, qHTS titration; AID 624170; actives 0.21% (n = 410,000); Potency, µM (top dose mostly 45.5 µM), for inactives: at the top dose activity change, negative = inhibition, actives largely listed as inhibitors; also: % is scaled to controls: 0 for no effect and ±100 for the full control effect
# Target sequence (O94925 whole entry, looked up, canonical isoform): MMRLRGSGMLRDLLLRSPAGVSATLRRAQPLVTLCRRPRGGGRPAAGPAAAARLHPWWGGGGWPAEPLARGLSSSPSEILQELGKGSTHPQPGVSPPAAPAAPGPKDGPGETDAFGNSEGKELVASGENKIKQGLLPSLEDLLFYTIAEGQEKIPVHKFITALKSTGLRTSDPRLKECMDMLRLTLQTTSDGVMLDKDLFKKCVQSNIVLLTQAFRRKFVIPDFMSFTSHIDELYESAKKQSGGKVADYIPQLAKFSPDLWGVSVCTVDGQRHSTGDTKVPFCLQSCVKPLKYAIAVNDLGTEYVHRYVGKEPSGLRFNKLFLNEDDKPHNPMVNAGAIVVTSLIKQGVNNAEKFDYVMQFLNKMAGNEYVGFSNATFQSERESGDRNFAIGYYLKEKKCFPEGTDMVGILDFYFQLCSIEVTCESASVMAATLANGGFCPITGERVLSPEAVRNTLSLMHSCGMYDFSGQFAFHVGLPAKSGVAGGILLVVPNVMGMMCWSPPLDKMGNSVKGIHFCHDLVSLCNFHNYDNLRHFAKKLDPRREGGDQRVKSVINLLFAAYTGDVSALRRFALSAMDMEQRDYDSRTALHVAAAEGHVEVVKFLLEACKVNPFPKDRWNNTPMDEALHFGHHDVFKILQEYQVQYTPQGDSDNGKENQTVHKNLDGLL
#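 Enzyme dispensed in phosphate buffer (45 mM, pH 8.2, 0.02% Tween-20), compounds pinned in, then 1 mM L-glutamine solution and the glutamate oxidase–HRP–Amplex Red mix added; fluorescence read immediately and again after 30 min at room temperature.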
# Pin1 inhibitor: human Pin1 inhibition | Q13526 | Pin1 FP peptide displacement, HiFluor488, 10 min | Potency, µM (highest dose often 115 µM), inactives show at the highest dose activity, negative = inhibition, most hits filed as inhibitors | actives 0.009% (n = 390,000) | AID 504891; active = well fitted inhibition curve with a large enough effect in the polarisation, with a control signal flat, not every such curve was filed as active; inconclusive = small, poorly fitted or top-dose-only effect, or effect the other way, or a change in a side signal; inactive = no such curve, though single readings can be large or run the other way; the % refers to the polarisation; also: % is scaled to controls: 0 for no effect and ±100 for the full control effect
# Target sequence (Q13526 whole entry, looked up): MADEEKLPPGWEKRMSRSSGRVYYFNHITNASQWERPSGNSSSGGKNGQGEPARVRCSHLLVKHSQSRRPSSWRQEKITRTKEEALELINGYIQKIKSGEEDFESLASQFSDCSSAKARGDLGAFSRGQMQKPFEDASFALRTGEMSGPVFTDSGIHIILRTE
# Tb PGK inh: T. brucei PGK inhibition. P07378. PGK/GAPDH coupled, Kinase-Glo luminescence, 60 min. Potency, µM (top dose mostly 57.5 µM), for inactives: at the top dose activity change, negative = inhibition, hits mostly inhibitors. actives 0.043% (n = 380,000). AID 602233; also: % is scaled to controls: 0 for no effect and ±100 for the full control effect; nearly all actives have a fitted effect of over 60% in size
#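 Recombinant glycosomal PGK reaction used 1,3-bisphosphoglycerate generated in-well by GAPDH (100nM final) in 100mM TEA pH 7.6, 5mM MgCl2, 0.01% Tween-20. After 60 minutes at room temperature, ATP was read by Kinase-Glo Plus luminescence end-point.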
# BAZ2B inh: inhibitors of human BAZ2B bromodomain | AlphaScreen BAZ2B-H3K14Ac peptide displacement | Potency, µM (doses to about 114 µM), without a hit: top-dose activity change, negative = inhibition, hits mostly inhibitors | actives 4.4% (n = 360,000); also: % is scaled to controls: 0 for no effect and ±100 for the full control effect; nearly all actives have a fitted effect of over 60% in size
#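 Inhibition is scored as reduced AlphaScreen emission. The BAZ2B/b-H3(5-23)K14Ac complex (50 nM each) in PBS pH 7.4, 0.01% Tween-20 meets compound (up to 110 uM) for 30 min at RT before bead addition.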
# G9a inh: G9a (human) methyltransferase inhibition | G9a H3K9 monomethylation, AlphaScreen, 2 h | AID 504332 | Potency, µM (series often up to 102 µM), for the others: at the top dose activity, negative = inhibition, usual class: inhibitors | Q96KQ7 | actives 8.8% (n = 350,000); also: % is scaled to controls: 0 for no effect and ±100 for the full control effect; nearly all actives have a fitted effect of over 75% in size
# Target sequence (Q96KQ7 913-1193 limits assumed): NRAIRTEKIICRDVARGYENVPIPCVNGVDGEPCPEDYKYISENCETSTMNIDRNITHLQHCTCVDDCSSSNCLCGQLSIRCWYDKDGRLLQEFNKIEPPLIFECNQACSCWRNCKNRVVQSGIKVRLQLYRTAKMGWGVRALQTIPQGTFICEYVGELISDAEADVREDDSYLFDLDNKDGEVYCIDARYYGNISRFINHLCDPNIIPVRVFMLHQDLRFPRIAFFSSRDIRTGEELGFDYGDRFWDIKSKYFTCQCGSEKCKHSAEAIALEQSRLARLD
#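 Compounds were preincubated with 20 nM G9a for 15 min, after which biotinylated H3K9 peptide (500 nM) and SAM (20 uM) started a 2 h room-temperature reaction. Monomethylated product was quantified by antibody-based AlphaScreen chemiluminescence.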
# JMJD2A Tudor inh: JMJD2A Tudor domain (human) inhibition | O75164 | AlphaScreen JMJD2A-Tudor / H3K4me3 peptide binding | Potency, µM (titrated, usually from 114 µM), without a hit: at the highest dose activity change, negative = inhibition, most hits filed as inhibitors | actives 4.4% (n = 390,000) | AID 504339; also: % is scaled to controls: 0 for no effect and ±100 for the full control effect; nearly all actives have a fitted effect of over 50% in size
# HP1b chromo inh: blocks HP1-beta chromodomain binding to methylated histone tails | AlphaScreen HP1-beta / biotin-H3K9me3 peptide binding | AID 540317 | Potency, µM (top dose mostly 114 µM), without a hit: top-dose activity change, negative = inhibition, actives largely listed as inhibitors | actives 0.56% (n = 390,000); also: nearly all actives have a fitted effect of over 70% in size; inactives centre near 23
#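 Compound inhibition of the preformed complex between 50 nM HP1-beta and 50 nM biotinylated H3K9me3 peptide was read by AlphaScreen. Buffer was PBS pH 7.4 with 0.01% Tween-20. Incubations ran 30 min at room temperature, with 10 ug/mL donor/acceptor beads.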
# BLM inh: inhibitors of human Bloom syndrome helicase BLM. actives 0.2% (n = 350,000). recombinant BLM DNA unwinding, fluorescence dequenching. P54132. Potency, µM (titrated, usually from 56.1 µM), inactives show at the highest dose activity change, negative = inhibition, usual class: inhibitors. AID 2528;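 also: plate controls were vehicle for no effect and no enzyme for full effect; nearly all actives have a fitted effect of over 35% in size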
# POLI inh: DNA polymerase iota (human) inhibition; Q9UNA4; Pol iota fluorescent replication assay, 10 min; Potency, µM (highest dose often 115 µM), for inactives: top-dose activity, negative = inhibition, actives largely listed as inhibitors; actives 1% (n = 390,000); AID 588590
#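 Fluorescent replication assay read twice, at 0 min and 10 min after adding 50 nM (final) substrate. Enzyme (10 nM) and compounds were first incubated 15 min at room temperature; enzyme-free buffer wells were negative controls.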
# An asterisk follows results filed as active; i = inactive; ? = inconclusive; nt = no result given; [ ] = dose if it differs, or a comment. Unless noted, calls follow the shape of the dose curve; as a rule, active = well fitted curve in the direction sought with a large enough effect; inconclusive = small, poorly fitted or top-dose-only effect, or another doubt; inactive = no such curve, though single readings can be large; an effect the other way counts as inactive or inconclusive. Potency is read from the fitted curve at half-maximal effect.
# Values run as follows: GLS inh	Pin1 inhibitor	Tb PGK inh	BAZ2B inh	G9a inh	JMJD2A Tudor inh	HP1b chromo inh	BLM inh	POLI inh
CCOC(=O)Cn1c(=O)oc2cc(S(=O)(=O)NCc3cccs3)ccc21
→ -13.8%	-2.3%	-3.8%	1.4%	-2.3%	-11.7%	32.1%	-2.2%	-6.3%
Cc1ccc(NC(=O)C(=O)c2c[nH]c3ccccc23)cc1
→ -0.9%	6.3%	-2.0%	-3.5%	nt	-0.7%	20.4%	-0.9%	10.3%
CC(C)NC(=O)c1ccc2c(c1)nnn2C
→ 0.8%	-3.5%	2.3%	0.8%	2.2%[59 µM]	2.9%	32.1%[activator]	2.8%	9.5%
COc1ccc2c(c1)CCCN2C(N)=Nc1ccc(Cl)cc1
→ ?	4.0%	3.2%	-11.2%	13.2%[12.7 µM]	3.3%	12.3%[57 µM]	3.0%	34.0%[activator]
COc1ccccc1N1CCN(C(=O)c2cn(-c3ccccc3)nc2-c2cccnc2)CC1
→ 24.3%	-6.5%	-1.2%[11.5 µM]	-37.8%	-29.8%[12.7 µM]	-31.5%	16.5%	-2.8%	10.5%
COc1ccc(/C=C/C(=O)Nc2ccccc2)cc1OC
→ 2.3%	-10.2%	i	-14.8%	-34.6%	-6.5%	29.4%	-3.2%	36.7%[activator]
CCN(C(=O)Nc1cn(CC(C)C)c(=O)c2ccccc12)c1cc(C)ccc1C
→ -9.8%	0.4%	-4.5%	6.3%[57.1 µM]	-5.2%[59 µM]	-16.8%	-4.2%	-4.7%	47.3%[activator]
COc1ccc(C(=O)NCC(c2cccnc2)N2CCN(c3ccc(F)cc3)CC2)cc1 (stereo unspecified)
→ 17.4%	?	-2.4%	?	-29.7%[59 µM]	-34.9%	-8.6%	-8.4%	18.0%
CC(C)(C)c1ccc(C(=O)NCC(=O)N2CCC3(CC2)NCCc2[nH]cnc23)cc1
→ 2.0%	-0.9%	-4.6%	-15.2%	20.7%[59 µM]	-22.8%	19.1%	0.7%	11.9%
Cc1ccc(S(=O)(=O)N(C)c2ccc(C(=O)Nc3cccc(C)n3)cc2)cc1
→ 0.0%	0.9%	i	-13.7%	-1.5%	-13.9%	28.5%	-10.0%	35.4%[activator]
COc1ccc(S(=O)(=O)NCC(c2ccc(C)cc2)N2CCN(C)CC2)cc1OC (stereo unspecified)
→ -8.7%	-6.6%	-7.4%	29.4%	?	-5.5%	24.5%	nt	10.5%
COc1ccc(S(=O)(=O)N2CCCCC2)cc1NC(=O)[C@@H]1CCCN1C(=O)c1cccs1
→ 7.1%	-2.7%	i	7.7%	1.2%[2.33 µM]	-0.7%	19.3%	nt	-2.5%
CCOC(=O)n1c(=O)n(C)c2ccc(Cl)cc21
→ 0.0%	5.9%	i	6.4%	23.8%	5.5%	55.3%[activator]	3.6%	52.7%[activator]
Cc1ccc(NC(=O)CSc2nc(=O)n(CCN3CCOCC3)c3c2CCCC3)cc1
→ -14.8%	1.1%	1.3%	-5.8%	6.6%[0.501 µM]	3.4%	18.3%	nt	33.2%[activator]
COc1ccc(CCN2C(=O)CCC2(C)C(=O)NCc2cccnc2)cc1OC (stereo unspecified)
→ 6.4%	-0.4%	-2.2%	-1.1%	-23.9%[12.7 µM]	-9.7%	14.7%	-1.0%	-22.5%
Cc1ncoc1C(=O)Nc1ncc([N+](=O)[O-])s1
→ 21.1%	0.3%	-7.9%	?	4.47µM*	39.8µM*	?	-7.8%	?
CC(C)c1ccc(/C=N/NC(=O)CN(c2cccc(Cl)c2Cl)S(C)(=O)=O)cc1
→ 8.9%	50.1%[activator]	-6.1%	-34.6%	33.5%[12.7 µM]	-34.0%	12.7%	-15.7%	4.3%
CC(C)(SC(=S)N1CCCCCC1)C(=O)O
→ -17.4%	-3.8%	-1.2%	-11.3%	nt	-7.8%	7.3%	2.8%	43.8%[activator]
Cc1ccc(C)c(CSc2cn(CCNC(=O)c3ccccc3F)c3ccccc23)c1
→ 5.8%	?	-6.4%	-3.9%	16.4%[59 µM]	-10.8%	42.9%[activator]	-9.7%	21.6%
O=C(Nc1ccccc1)c1ccccc1OCc1ccc(S(=O)(=O)N2CCOCC2)cc1
→ -0.8%	-13.2%	-5.6%	21.9%	-4.0%	-10.5%	29.5%	2.5%	40.1%[activator]
CCc1ccc2[nH]c(=O)c(CN(CCN(CC)CC)C(=O)NC3CCCCC3)cc2c1
→ -6.2%	-0.9%	i	-0.1%	-21.0%	-5.8%	23.1%	2.3%	2.3%
O=C(O/N=C1/CCCc2occc21)c1ccc(F)cc1
→ -8.0%	-2.6%	-14.3%	-14.1%	-11.2%	?	2.8%	1.0%	55.7%
O=C(/C=C/c1cccs1)c1cc(F)ccc1OC(=O)N1CCOCC1
→ -4.9%	-2.0%	i	nt	nt	-9.3%	23.6%	nt	-14.7%
COc1ccc(O)c(-c2cc(-c3ccc(F)cc3)n[nH]2)c1
→ 2.0%	7.8%	-8.8%	?	?	?	10.8%	-14.5%	?
O=C(NNC1=Nc2cccc3cccc1c23)c1ccccc1Br
→ 13.0%	-0.7%	-4.3%	-6.9%	17.8%[59 µM]	-19.3%	7.9%	1.4%	31.0%[activator]
Cc1ccc(-c2cc3c(nn2)-c2ccccc2C3=O)cc1
→ 0.0%	-7.8%	?	?	nt	-16.9%[11.4 µM]	-1.9%	-11.4%	52.2%[activator]
COCCNC(=S)N(CCc1c(C)[nH]c2ccccc12)Cc1ccco1
→ -1.9%	-5.5%	-5.9%	?	50.1µM*	-29.7%	3.5%	-4.4%	1.2%
CCOc1ccc(N(CC(=O)NC2CCC(C)CC2)S(=O)(=O)c2c(C)noc2C)cc1 (stereo unspecified)
→ -8.9%	-1.2%	-2.7%	2.1%	-1.8%	-1.4%	33.7%	1.0%	-9.6%
CCOc1ccc(NS(=O)(=O)c2cc(NC(=O)CCC(=O)c3cccs3)ccc2Cl)cc1
→ -5.1%	4.4%	-1.1%	-3.0%	14.2%[59 µM]	-17.5%	23.3%	-13.9%	-6.2%
O=C(Nc1nc2ccccc2[nH]1)c1ccc(F)cc1
→ -13.2%	-1.1%	-4.2%	-10.0%	7.0%[59 µM]	-19.9%	3.3%	-3.3%	-4.8%[58.9 µM]

# Of the compounds above, these have an aryl thioether with sulfur outside any ring:
# Values run as follows: GLS inh	Pin1 inhibitor	Tb PGK inh	BAZ2B inh	G9a inh	JMJD2A Tudor inh	HP1b chromo inh	BLM inh	POLI inh
Cc1ccc(NC(=O)CSc2nc(=O)n(CCN3CCOCC3)c3c2CCCC3)cc1
→ -14.8%	1.1%	1.3%	-5.8%	6.6%[0.501 µM]	3.4%	18.3%	nt	33.2%[activator]
Cc1ccc(C)c(CSc2cn(CCNC(=O)c3ccccc3F)c3ccccc23)c1
→ 5.8%	?	-6.4%	-3.9%	16.4%[59 µM]	-10.8%	42.9%[activator]	-9.7%	21.6%

# Following part:
# Values run as follows: GLS inh	Pin1 inhibitor	Tb PGK inh	BAZ2B inh	G9a inh	JMJD2A Tudor inh	HP1b chromo inh	BLM inh	POLI inh
CS(=O)(=O)Nc1ccccc1C(=O)OCC(=O)NC1CC1
→ -1.0%	-7.0%	i	9.6%	15.6%[12.7 µM]	-12.1%	20.5%	nt	-11.0%
CCOC(=O)C1(Cc2ccccc2)CCCN(C2CCN(C(C)=O)CC2)C1 (stereo unspecified)
→ -2.6%	?	-6.9%	-6.7%	nt	-7.9%	40.5%[activator]	-4.1%	38.5%[activator]
CCCCOc1ccccc1C1NC(=O)NC(C)=C1C(=O)OCCOCC (stereo unspecified)
→ 0.1%	-8.5%	-8.3%	7.0%	0.7%	-13.4%	27.2%	-0.9%	-5.1%
COc1ccc(NC(=O)N2CCCC2C(=O)Nc2ccc(C)c(Cl)c2)cc1 (stereo unspecified)
→ 6.6%	0.5%	-3.0%	28.0%	-6.2%[59 µM]	4.7%	?	-1.1%	21.8%
COCCCNS(=O)(=O)c1ccc2c(c1)CCN2C(C)=O
→ 9.9%	5.4%	-4.1%	-1.7%	12.9%[59 µM]	?	-2.3%	0.2%	9.4%
COc1cccc(CN(CC(=O)NCc2ccc(F)cc2)C(=O)c2ccco2)c1
→ 0.9%	1.0%	-0.6%	5.8%	25.7%	-16.5%	11.1%	-1.4%	150.9%[activator]
COCCNC(=S)c1ccc(OC)cc1
→ -2.1%	-0.2%	-14.7%	0.3%	?	-15.4%	?	-0.9%	2.9%
CCOC(=O)c1c(N/N=C/c2ccncc2)n[nH]c1C
→ -1.8%	-4.8%	-5.0%	-3.5%	?	-6.7%	26.3%	1.5%	26.3%
COc1ccc(CNC(=O)c2cc3cc(S(=O)(=O)N4CCCCC4)ccc3n2C)c(OC)c1
→ 1.7%	19.0%	-2.3%	-2.1%	-3.3%[59 µM]	-7.5%	24.1%[57 µM]	-6.4%	7.5%
Cc1cc(=O)oc2cc3oc(=O)cc(C)c3cc12
→ -1.2%	-2.3%	-3.2%	5.1%	-11.7%[0.501 µM]	-0.3%	21.7%	3.7%	-17.6%
COc1ccccc1NC1=NC(C)(C)N=C(N)N1
→ 5.7%	3.5%	-1.9%	3.5%	5.9%[2.33 µM]	-4.4%	13.6%	1.9%	10.1%
O=C(c1ccc(Cl)cc1)C1CCN(Cc2ccccc2)CC1
→ -0.5%	21.6%	-7.6%	-21.4%	-1.6%	-5.8%	53.3%[activator]	-2.9%	-0.2%
COc1cccc(N2CC(C(=O)OC(C)C(=O)c3ccccc3)CC2=O)c1 (stereo unspecified)
→ -1.8%	2.1%	i	2.6%	5.0%[12.7 µM]	-5.2%	37.9%	0.9%	3.3%
Cc1cc(NS(=O)(=O)c2ccc(NC(=O)CSc3nc4ncc(Br)cc4[nH]3)cc2)nc(C)n1
→ 5.6%	1.3%	-1.8%	-14.0%	?	-17.2%	20.2%	-5.2%	19.2%
CCOC(=O)Nc1ccc2nc3n(c(=O)c2c1)CCCCC3
→ -18.3%	0.7%	-2.0%	5.6%	3.9%	0.7%	26.8%	0.0%	167.0%[activator]
CC1CCN(C(=S)Nc2ccc(F)cc2)CC1
→ 21.0%	15.8%	-5.0%	1.9%	20.7%[59 µM]	-6.4%	19.2%	-2.4%	2.1%

# Source: PubChem BioAssay

# Only part of the results is shown; rates above refer to the full screens.
